ATXN2 expr inh: ATXN2 expression inhibition. HEK-293 ATXN2-luciferase reporter, luminescence, 24 h. Potency, µM (top dose mostly 57 µM), for inactives: top-dose activity change, negative = inhibition, most hits filed as inhibitors. 360,000 compounds, 0.72% hits; also: potency is read from the fitted curve at half-maximal effect; % is scaled to controls: 0 for no effect and ±100 for the full control effect; nearly all actives have a fitted effect of over 55% in size
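ATXN2-luciferase reporter cells (luciferase flanked by upstream and downstream ATXN2 gene portions) were treated 24 h at 37 °C with compounds at up to 57 uM. SteadyGlo luminescence gave expression; GF-AFC fluorescence gave viability.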
HepG2 tox: HepG2 cytotoxicity, counter-screen for TGF-b inhibitors. HepG2 CAGA-GFP viability, ATP luminescence, 18 h. Potency, µM (highest dose often 46.1 µM), without a hit: top-dose activity change, negative = cytotoxicity, most hits filed as cytotoxic. 410,000 compounds, 0.76% hits; also: potency is read from the fitted curve at half-maximal effect; some results filed as inactive show a strong effect at the top dose
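HepG2 CAGA-GFP cells (1000/well, DMEM with 1% FBS) received compound, then TGF-beta at 500 pg/mL final, and were incubated 18 hours at 37 degrees C. Viability was read by CellTiter-Glo luminescence. Media-only wells were set as complete cell-killing and DMSO as no toxicity.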
Nrf2 ARE act: activates Nrf2 signaling; 410,000 compounds, 0.31% hits; AID 624171; Potency, µM (titrated, usually from 46.1 µM), for the others: top-dose activation, actives largely listed as activators; AREc32 ARE-luciferase reporter (MCF7-derived line), luminescence, 24 h; also: potency is read from the fitted curve at half-maximal effect; % of control where 0% means no effect; nearly all actives have a fitted effect of over 65% in size
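Each well held 1000 AREc32 cells, which were incubated with compound for 24 hr at 37 deg C after overnight attachment, and ARE reporter activity was quantified by firefly luciferase luminescence.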
A549 tox: A549 cytotoxicity, counter-screen for Nrf2 inhibitors; A549 ARE-Fluc cells, CellTiter-Fluor viability, 18-24 h; Potency, µM (highest dose often 46 µM), inactives show at the highest dose activity change, negative = cytotoxicity, usual class: inhibitors; 390,000 compounds, 0.16% hits; AID 504648; also: potency is read from the fitted curve at half-maximal effect; % is scaled to controls: 0 for no effect and ±100 for the full control effect
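Cytotoxicity counterscreen: CellTiter-Fluor fluorescence was measured in A549 ARE_Fluc cells after 18-24 h of compound exposure in a concentration series. The subsequent BugLite luminescent read reports ARE-luciferase activity.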
IL2 activator: activators of IL-2. IL-2 activation reporter assay, cell-based qHTS; stimulated with anti-CD3/CD4/CD28 beads; in transgenic mouse T cells. activation, % (series mostly up to about 46 µM). 360,000 compounds, 0.065% hits. AID 652025; in the data active = activation above about 50%; inconclusive = mostly about 30% to 49%; also: 0% is about no effect
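Unstimulated transgenic mouse T cells preincubated 60 min with compound, then stimulated with anti-CD3/anti-CD4-coated beads plus anti-CD28 for 18 h at 37 degrees C. IL-2 response read as EGFP and DsRed fluorescence by plate cytometry.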
TGFb inhibitor: TGF-b pathway inhibition | HepG2 CAGA-GFP TGF-b/SMAD3 reporter, GFP fluorescence, 18 h; TGF-beta stimulated, 500 pg/mL final | 410,000 compounds, 1.2% hits | Potency, µM (highest dose often 46.1 µM), without a hit: at the highest dose activity, negative = inhibition, actives largely listed as inhibitors | AID 588855; also: potency is read from the fitted curve at half-maximal effect; % is scaled to controls: 0 for no effect and ±100 for the full control effect; nearly all actives have a fitted effect of over 65% in size
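Inhibition was scored as loss of TGF-beta-induced (500 pg/mL final, 18 hours, 37 degrees C) GFP in HEPG2 cells carrying a CAGA-GFP reporter, in DMEM with 1% FBS. Well GFP was summed per cell; Activity was normalised to unstimulated and stimulated DMSO wells, then concentration-response fitting.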
S2 tox: viability counter-screen for ATXN expression inhibitors; S2 cells (HEK-293 line with an ATXN2-luciferase reporter) viability, CellTiter-Fluor protease fluorescence, 24 h; Potency, µM (series often up to 56.7 µM), usual class: cytotoxic; 400,000 compounds, 0.49% hits; AID 651635; also: potency is read from the fitted curve at half-maximal effect; nearly all actives have a fitted effect of over 40% in size
EPAC2 agonist: activates human EPAC2 exchange factor | 360,000 compounds, 0.079% hits | AID 720711 | Potency, µM (doses to about 154 µM), for the others: top-dose activation, usual class: activators | EPAC2 activation, biochemical qHTS; response scale: 100% = 6.5 mM cAMP response; also: potency is read from the fitted curve at half-maximal effect; nearly all actives have a fitted effect of over 50% in size
Target sequence (Q8WZA2 whole entry, looked up): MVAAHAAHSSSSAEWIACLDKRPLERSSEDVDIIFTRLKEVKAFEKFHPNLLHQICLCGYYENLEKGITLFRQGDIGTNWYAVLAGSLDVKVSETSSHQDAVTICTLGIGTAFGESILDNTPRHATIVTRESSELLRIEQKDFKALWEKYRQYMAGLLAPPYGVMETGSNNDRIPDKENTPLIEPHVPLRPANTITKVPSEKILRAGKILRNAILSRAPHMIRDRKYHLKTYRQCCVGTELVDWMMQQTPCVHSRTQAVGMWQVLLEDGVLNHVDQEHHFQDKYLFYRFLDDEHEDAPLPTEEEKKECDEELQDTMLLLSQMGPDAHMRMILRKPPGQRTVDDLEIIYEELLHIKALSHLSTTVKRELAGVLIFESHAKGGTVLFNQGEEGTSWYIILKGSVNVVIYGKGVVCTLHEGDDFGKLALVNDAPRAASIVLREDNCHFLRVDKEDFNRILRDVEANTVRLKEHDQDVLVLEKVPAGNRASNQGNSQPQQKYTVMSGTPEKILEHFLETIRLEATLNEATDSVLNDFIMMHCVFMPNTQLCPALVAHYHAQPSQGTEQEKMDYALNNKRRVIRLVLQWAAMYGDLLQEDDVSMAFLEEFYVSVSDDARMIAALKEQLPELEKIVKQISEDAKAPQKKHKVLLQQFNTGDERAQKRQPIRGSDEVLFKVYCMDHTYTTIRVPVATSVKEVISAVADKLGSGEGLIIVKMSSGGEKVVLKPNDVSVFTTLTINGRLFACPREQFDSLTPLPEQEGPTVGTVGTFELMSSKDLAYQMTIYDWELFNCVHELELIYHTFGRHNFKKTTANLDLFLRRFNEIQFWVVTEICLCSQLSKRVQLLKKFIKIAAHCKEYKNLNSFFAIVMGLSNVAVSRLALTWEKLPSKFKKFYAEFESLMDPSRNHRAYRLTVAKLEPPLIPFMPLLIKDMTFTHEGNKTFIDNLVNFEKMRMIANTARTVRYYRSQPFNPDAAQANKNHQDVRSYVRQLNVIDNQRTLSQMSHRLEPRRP
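Readout is BODIPY fluorescence (480 nm excitation, 540 nm emission), which falls as labeled GDP is exchanged off Rap1B. EPAC2 at 100 nM acted on 250 nM RAP1B-BODIPY-GDP with 50 uM GDP present.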
Nrf2 block: Nrf2 pathway inhibition. A549 ARE-Fluc reporter, luciferase luminescence, 18-24 h. Potency, µM (series often up to 46 µM), inactives show at the highest dose activity change, negative = inhibition, hits mostly inhibitors. 360,000 compounds, 2.1% hits; also: potency is read from the fitted curve at half-maximal effect; % is scaled to controls: 0 for no effect and ±100 for the full control effect; nearly all actives have a fitted effect of over 60% in size
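Quantitative HTS in A549 cells stably bearing an antioxidant response element-firefly luciferase construct. Inhibition of Nrf2-driven transcription was scored by luminescence after 18-24 h of compound exposure at 37 °C.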
* = called active by the depositor; i = inactive; ? = inconclusive; / = no result given; [ ] = another dose, or the depositor's remark. Unless noted, calls follow the shape of the dose curve; as a rule, active = well fitted curve in the direction sought with a large enough effect; inconclusive = small, poorly fitted or top-dose-only effect, or another doubt; inactive = no such curve, though single readings can be large; an effect the other way counts as inactive or inconclusive.

SMILES	ATXN2 expr inh	HepG2 tox	Nrf2 ARE act	A549 tox	IL2 activator	TGFb inhibitor	S2 tox	EPAC2 agonist	Nrf2 block
COc1cccc(CN2CCNC(=O)C2CC(=O)NCCc2nc(C)c(C)s2)c1OC (configuration not stated)	/	1%	0.2%	2%	0.7	-8%	i	15%	2%
Cc1cc(C)nc(N2CCCC(C(=O)NCCc3ccccc3F)C2)n1 (configuration not stated)	6%	5%	0.2%	2%	1.5	12%	i	8%	/
CC(C)Nc1ccc(C(CC(N)=O)NC(=O)Cc2ccc(Cl)cc2)cc1[N+](=O)[O-] (configuration not stated)	?	5%	7.4%	-16%	-0.5	-12%	?	-8%	?
Cc1cc(C(=O)CSc2cccc[n+]2[O-])c(C)n1-c1ccc(OC(F)F)cc1	-17%	-29%	0.7%	-1%	-2.0	-19%	i	0%	?
CN(C)c1cc[n+](CC(=O)Nc2cccc([N+](=O)[O-])c2)cc1	/	-6%	-0.7%	5%	-0.7	2%	i	0%	-15%
O=C(CNC1CCCCC1)NCC1(c2ccccc2)CCCC1	-15%	-7%	1.5%	-6%	-0.4	-5%	i	5%	1%
COc1ccc(NC(=O)c2cccnc2)c([N+](=O)[O-])c1	-21%	0%	-0.1%	-15%	0.1	-21%	?	7%	-7%
CCn1cc(CN2CCCC(CNS(=O)(=O)c3ccc(OC)cc3)C2)cn1 (configuration not stated)	-3%	9%	-0.5%	0%	1.3	12%	i	8%	3%
Cc1cc(=O)[nH]c(SCCCOc2ccc3c(c2)CCC3)n1	-11%	0%	-0.2%	2%	0.3	-11%	i	-1%	/
CC1=C(C(=O)N2CCCC(N3CCN(c4ccccc4F)CC3)C2)OCCO1 (configuration not stated)	7%	1%	0.1%	-6%	3.2	-15%	i	-8%	1%
O=S(=O)(NCc1ccccc1)c1ccc(Br)c2nsnc12	-6%	2%	11%	-15%	-4.2	0%	i	0%	-26%
COc1ccccc1CN1CCCC(N2CCN(c3ccc(F)cc3)CC2)C1 (configuration not stated)	-12%	-13%	0.4%	8%	1.6	-1%	i	0%	1%
Cn1c(Cc2cccc3ccccc23)nnc1SCC(=O)N1CCN(c2ccccc2)CC1	?	-17%	-0.1%	-11%	-3.7	?	i	13%	?
Cc1cc(C)c2nc(N3CCC(C(=O)N4CCN(c5ncccn5)CC4)CC3)sc2c1	?	-24%	-0.7%	-3%	-0.8	?	i	3%	?
CN(C)c1ccc(-c2nn3c(-c4cccnc4)nnc3s2)cc1	6%	4%	-0.6%	-3%	-3.4	30%	i	6%	/
Cc1cccc(CNc2ccc(C(CC(N)=O)NC(=O)Cc3cccc4ccccc34)cc2[N+](=O)[O-])c1 (configuration not stated)	-30%	-17%	4.2%	?	0.4	?	?	-6%	?
Cc1noc(C)c1COc1ccc(C(=O)OCC(=O)NCc2ccccc2Cl)cc1	6%	2%	-0.6%	1%	-0.5	?	i	-5%	-12%
O=c1oc2cc(Oc3ccc(C(F)(F)F)cc3[N+](=O)[O-])ccc2c2c1CCC2	-7%	-1%	2.5%	2%	-3.0	-31%	i	3%	9%
Cc1ccc(OCCOCCn2ccnc2)c(Br)c1	14%	-1%	0.5%	-3%	0.3	13%	i	2%	-14%
O=C(COc1ccc(Cl)cc1Cl)NCCN1CCCCC1	/	5%	2.9%	/	-3.0	2%	i	6%	/
COCCN(C(=O)CN1CCc2ccccc21)c1c(N)n(Cc2ccccc2)c(=O)[nH]c1=O	0%	-1%	-0.1%	-7%	0.1	7%	i	4%	15%
CCCOc1ccc(F)cc1-c1cc(C(=O)Nc2cc(OC)c(OC)c(OC)c2)[nH]n1	?	-10%	-2.1%	/	-0.8	?	?	12%	/
CCOC(=O)c1nnc2c(Br)c(-c3ccccc3)nn2c1C	-20%	-22%	2.7%	0%	2.1	-5%	i	9%	?
COc1ccc(NC(=O)c2ccc(S(=O)(=O)N3CCOCC3)cc2)c(OC)c1	-3%	0%	0.2%	-1%	-1.6	-2%	i	-7%	8%
CC(C)Cn1c(=O)c2c(nc3n2CCCN3Cc2ccccc2)n(C)c1=O	-11%	-32%	2.6%	7%	-3.5	?	i	-14%	12µM*
Cc1cc(C)c2nc(C(F)(F)F)nc(NCCCN3CCOCC3)c2c1	-23%	-46%	5.6%	-11%	-4.3	3%	i	-6%	8%
Cc1cccc(S(=O)(=O)NC(=O)C2(C)CCN2C(=O)CC2CCCCC2)c1 (configuration not stated)	10%	3%	-1.2%	/	-0.2	-16%	i	5%	/
COC(=O)[C@@H](NCc1cccc(CN([C@H](C(=O)OC)C(C)C)S(C)(=O)=O)c1)C(C)C	-7%	-1%	-0.3%	7%	-0.2	-2%	i	6%	?
COc1ccc(-n2c(C)c([N+](=O)[O-])c3ccc(O)c(CN4CCCCC4)c32)cc1	-12%	-86%	0.2%	0%	-1.4	23%	i	14%	4%
COc1cc(C(=O)OCC2CC(c3ccccc3)=NO2)cc(OC)c1OC (configuration not stated)	-3%	-2%	3.4%	2%	-0.5	1%	i	20%	-9%

Entries of single compounds from above. Order of screens: ATXN2 expr inh | HepG2 tox | Nrf2 ARE act | A549 tox | IL2 activator | TGFb inhibitor | S2 tox | EPAC2 agonist | Nrf2 block
CC(C)Cn1c(=O)c2c(nc3n2CCCN3Cc2ccccc2)n(C)c1=O is listed with -11% | -32% | 2.6% | 7% | -3.5 | ? | i | -14% | 12µM*
CCCOc1ccc(F)cc1-c1cc(C(=O)Nc2cc(OC)c(OC)c(OC)c2)[nH]n1 is listed with ? | -10% | -2.1% | / | -0.8 | ? | ? | 12% | /
COc1ccc(-n2c(C)c([N+](=O)[O-])c3ccc(O)c(CN4CCCCC4)c32)cc1 is listed with -12% | -86% | 0.2% | 0% | -1.4 | 23% | i | 14% | 4%
COc1ccc(NC(=O)c2ccc(S(=O)(=O)N3CCOCC3)cc2)c(OC)c1 is listed with -3% | 0% | 0.2% | -1% | -1.6 | -2% | i | -7% | 8%

(cont.)
SMILES	ATXN2 expr inh	HepG2 tox	Nrf2 ARE act	A549 tox	IL2 activator	TGFb inhibitor	S2 tox	EPAC2 agonist	Nrf2 block
CC(=O)c1ccc(N(C(=O)c2csnn2)C(C(=O)NC(C)(C)C)c2cccs2)cc1 (configuration not stated)	/	-2%	0.2%	-10%	-1.4	1%	i	-4%	17%
c1ccc(OCc2nn3c(-c4n[nH]c5c4CCC5)nnc3s2)cc1	-4%	1%	0.5%	0%	0.5	3%	i	4%	/
CCOc1ccc(OCC)c(NC(=O)c2ccc(CNc3c(N4CCCC4)c(=O)c3=O)cc2)c1	-33%	-57%	0.5%	0%	-0.7	-11%	i	-2%	?
CCOc1ccc(-c2cc(CCCC(=O)NCCc3ccc(OCC)c(OCC)c3)no2)cc1	-33%	-8%	-3.5%	6%	/	-15%	i	/	?
O=C(O)c1cc(N2CCOCC2)nc2ccccc12	/	14%	0.2%	-2%	0.5	6%	i	4%	3%
CCN(CC)C(=O)CN(c1ccc(Cl)cc1)S(=O)(=O)c1ccccc1	1%	-3%	-0.2%	-9%	-1.0	?	i	-3%	9%
O=C(CN1CCCC1)OCCCc1ccccc1	-17%	-2%	0.2%	0%	0.7	0%	i	-2%	-6%
COc1cccc(CNC(=O)c2cc3c(s2)-c2c(C)cccc2OC3)c1	1%	-19%	0.6%	-5%	/	?	i	/	?
O=C1CCN(Cc2ccccc2)C=C1c1ccc(C(F)(F)F)cc1	4%	-25%	12%	1%	-0.7	-15%	i	-4%	25%
Clc1cccc(Nc2ncnc3c2nc2n3CCCCC2)c1	/	-19%	0.4%	-1%	/	-43%	/	/	?
COc1ccc(N2CCN(C(=O)CCCCCn3c(=O)[nH]c4ccsc4c3=O)CC2)cc1	-28%	0%	0.2%	4%	-3.4	-3%	i	14%	-10%
Clc1ccccc1-c1nc(N/N=C/c2cccnc2)c2ccccc2n1	-13%	-44%	2.9%	3%	-2.3	-7%	i	2%	/
Cc1ccc(C(=O)C2=C(O)C(=O)N(CC3CCCO3)C2c2ccccc2F)o1 (configuration not stated)	-2%	13%	-0.7%	-6%	0.8	17%	i	5%	-13%
O=C1[C@H]2[C@@H](c3ccc(F)cc3)N3C(=O)N(c4ccc(Br)cc4)C(=O)[C@@]3(Cc3ccc(Cl)cc3)[C@H]2C(=O)N1C1CCCCC1	5%	-1%	-0.6%	-5%	-0.3	3%	i	3%	-18%
CN(C)Cc1c(-c2ccc(Cl)cc2)nc2ccccn12	52%[activator]	-2%	27%	-1%	-1.6	-2%	i	3%	?
Cc1ccc(CCN2CCN=C2Nc2ccccc2)cc1	-22%	-8%	9.3%	9%	-0.3	-8%	i	7%	10%
c1ccc(Cn2nnnc2C(c2cccnc2)N2CCN(c3ccccc3)CC2)cc1 (configuration not stated)	0%	-9%	-0.1%	-16%	-2.2	-2%	i	-1%	?
Cc1cc(N/C=C\c2nnnn2-c2ccc(F)cc2)no1	21%	2%	2.0%	2%	0.2	7%	i	-3%	?
CCOC(=O)c1ccccc1NC(=O)Nc1cc2c(cc1N1CCCCC1)n(C)c(=O)n2C	2%	7%	-1.4%	8%	/	-1%	i	/	-11%
CSc1c(SCc2ccccc2)cnn(Cc2ccccc2)c1=O	4%	2%	-0.1%	-6%	0.6	-9%	i	11%	-19%
CCOc1[nH]n(-c2ccccc2)c(=O)c1C=Nc1ccccc1	/	7%	3.8%	-2%	-4.0	3%	i	6%	-4%
C/C(=N\NC(=O)c1nnn(-c2nonc2N)c1-c1cccs1)c1ccncc1	/	1%	0.1%	8%	-0.7	-2%	i	4%	1%
CCCCN(C(=O)C1CSC2(C)CCC(=O)N12)c1c(N)n(CC(C)C)c(=O)[nH]c1=O (configuration not stated)	-23%	0%	0.3%	-13%	-2.4	-3%	i	9%	-7%
O=c1cc(-c2ccccc2)nc(SCc2ccccc2)[nH]1	-11%	-8%	6.2%	-3%	-0.3	14%	i	2%	/
O=C(CN(Cc1ccccc1)S(=O)(=O)c1ccc(F)cc1)NCc1ccccn1	-6%	-20%	-0.6%	1%	-0.9	-6%	i	7%	-4%
